ABHD4 inh – inhibits mouse alpha/beta hydrolase domain 4; purified mABHD4, FP-Rh probe fluorescence polarization; 0.54% of 370,000 active; inhibition, % at 8.92 µM; Q8VD66; AID 720543;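 active means inhibition exceeding the mean over every tested compound plus 3 SD, cut at about 30% in these data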;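 further: 0% = plate median of compound wells and 100% = S159A mutant with DMSO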
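Test system: mABHD4 protein | Buffer or medium: HEPES pH 7.0 buffer, 150 mM NaCl, 0.01% Pluronic F-127 | Probe or stimulus: FP-Rh fluorescent activity-based probe, added after compound pre-incubation | Timing: Pre-incubation 45 min, probe exposure 60 min, at 25 °C | Technique: Fluorescence polarization, excitation 525 nm, emission 598 nm, BODIPY TMR filters | Repeats: Single well per compound (singlicate)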
HTRA1 inhibitor – HTRA1 (human) protease inhibition | Q92743 | recombinant HTRA1, FP-rhodamine activity-based probe, fluorescence polarization | inhibition, % at 5.96 µM | 0.5% of 340,000 active | AID 504803; in the data active means inhibition above about 36%;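 further: 0% = enzyme with DMSO and 100% = wells lacking enzyme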
Target sequence (Q92743 whole entry, looked up): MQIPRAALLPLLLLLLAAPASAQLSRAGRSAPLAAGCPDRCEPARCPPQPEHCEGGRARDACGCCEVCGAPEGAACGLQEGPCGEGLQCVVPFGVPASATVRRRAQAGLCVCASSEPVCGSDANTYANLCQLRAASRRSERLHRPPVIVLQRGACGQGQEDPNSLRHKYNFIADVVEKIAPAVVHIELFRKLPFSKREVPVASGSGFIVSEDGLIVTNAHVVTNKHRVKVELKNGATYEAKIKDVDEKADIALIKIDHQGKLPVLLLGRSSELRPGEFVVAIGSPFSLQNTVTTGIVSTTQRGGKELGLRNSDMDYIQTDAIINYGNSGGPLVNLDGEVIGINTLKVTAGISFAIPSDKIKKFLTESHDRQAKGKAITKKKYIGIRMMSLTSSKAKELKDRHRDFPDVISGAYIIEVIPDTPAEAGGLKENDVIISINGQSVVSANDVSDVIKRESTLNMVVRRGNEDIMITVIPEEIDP
TCR-CD3 inh – blocks the human TCR-CD3 interaction. TAMRA-labeled TCR probe fluorescence, biochemical. inhibition, % at 9.4 µM. 0.37% of 360,000 active; in the data active means inhibition above about 19%;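 further: recombinant mutant TCR 2C K166C tagged with TAMRA read by polarization; 0% = receptor in buffer alone and 100% = receptor with positive control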
PG9 Ab binder – binds the HIV-1 gp120 antibody PG9; inhibition, % at 6.7 µM; 0.43% of 360,000 active; TR-FRET gp120-PG9 antibody binding; in the data active means inhibition above about 8.5%
LEDGF integ inh – blocks HIV-1 LEDGF/p75-dependent DNA integration | TR-FRET IN-LEDGF/p75 DNA integration, Eu/Cy5 | inhibition, % at 3.7 µM | 0.64% of 370,000 active | AID 743269;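 active means inhibition above the screen-wide mean plus 3 SD, cut at about 13% in these data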;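 further: signal is the Cy5 over europium emission ratio at 671 and 618 nm; 0% = plate median of compound wells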
UHRF1 MBD2 ctr – human UHRF1 methylated DNA binding inhibitors. Q96T88. UHRF1 binding to methylated oligo, TR-FRET. inhibition, % at 4.4 µM. 0.75% of 370,000 active; in the data active means inhibition above about 21%;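 further: UHRF1 SRA domain binding a hemimethylated CpG hairpin DNA probe; 0% = median of test compound wells and 100% = reference inhibitor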
PRMT1 FP inh – inhibitors of human PRMT1. Q99873. recombinant PRMT1, activity-based probe fluorescence polarization. inhibition, % at 2.79 µM. 1.3% of 370,000 active;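 active means inhibition above about 21% made by adding two undisclosed values, limit read from the data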
TDP2 inh – TDP2 (human) inhibition, absorbance primary screen; O95551; recombinant TDP2, T5PNP hydrolysis, p-nitrophenol absorbance 415 nm; inhibition, % at 12.8 µM; 0.34% of 370,000 active;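 active means inhibition above the mean of all tested compounds plus 3 SD, set per campaign, cut at about 25% in these data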;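 further: 0% = DMSO with enzyme and 100% = buffer with substrate but no TDP2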
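System – recombinant human TDP2 · Quantity – TDP2 enzyme at 120 nM final · Doses – single concentration, 12.8 µM nominal, with 1% DMSO · Incubation – 2 h at 37 °C · Measured by – epi absorbance of p-nitrophenol freed from T5PNP by hydrolysis · Read-out – % inhibition relative to enzyme-containing and enzyme-free wells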
Tn7 DDE FP – inhibitors of Tn7 peptide binding to human fibrin DD(E); P02675; inhibition, % at 8.3 µM; FP displacement of FITC-Tn7 peptide from fibrin DD(E); 0% = median of compound wells per plate; 0.13% of 370,000 active;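 active means inhibition above the mean of compounds falling within the control limits plus 3 SD of them, cut at about 14% in these data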;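 further: 0% = plate median of compound wells and 100% = 10 µM Aha-Tn7 peptide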
Target sequence (P02675 whole entry, looked up): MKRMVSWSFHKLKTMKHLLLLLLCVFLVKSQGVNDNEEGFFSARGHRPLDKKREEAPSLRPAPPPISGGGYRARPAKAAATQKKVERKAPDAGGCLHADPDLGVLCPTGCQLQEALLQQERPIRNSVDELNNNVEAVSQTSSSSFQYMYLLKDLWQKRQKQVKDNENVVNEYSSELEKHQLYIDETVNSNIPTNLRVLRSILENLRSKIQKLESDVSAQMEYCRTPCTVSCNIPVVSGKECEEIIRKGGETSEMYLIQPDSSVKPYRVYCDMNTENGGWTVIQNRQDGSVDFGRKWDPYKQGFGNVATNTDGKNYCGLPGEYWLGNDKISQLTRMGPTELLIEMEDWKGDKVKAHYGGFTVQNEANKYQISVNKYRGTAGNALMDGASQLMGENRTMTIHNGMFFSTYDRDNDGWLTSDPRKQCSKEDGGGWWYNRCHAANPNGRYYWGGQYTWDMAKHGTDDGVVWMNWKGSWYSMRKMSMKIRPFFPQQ
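Assay system: Fibrin-DD(E) protein isolated from polymerized human fibrin clots; read-out basis: percent inhibition; medium: Tris/NaCl/CaCl2 buffer, pH 7.8; signal: FP measurement; incubation: 10 min plus 3 h, room temperature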
SIAE inh – inhibitors of human sialic acid acetylesterase SIAE; Q9HAT2; SIAE FP-Rh probe binding, fluorescence polarization; inhibition, % at 9.66 µM; 0.69% of 370,000 active; AID 1053197;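 active means inhibition above a cutoff: mean of compounds within the control limits plus 3 SD of those, cut at about 17% in these data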;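 further: 0% = plate median of compound wells and 100% = probe without SIAE protein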
* marks the source's active call; other numbers are inactive results; nt = no result given. Not a hit list (roughly 4.2% active in at least one column).

SMILES	ABHD4 inh	HTRA1 inhibitor	TCR-CD3 inh	PG9 Ab binder	LEDGF integ inh	UHRF1 MBD2 ctr	PRMT1 FP inh	TDP2 inh	Tn7 DDE FP	SIAE inh
COc1ccc(NC(=O)C2=NN(C3CCS(=O)(=O)C3)C(=O)CC2)cn1 (centres undefined)	-4	-5	-2	0.7	-3	2	1	6	2	-1
O=c1[nH]c(CN2CCN(c3ccccc3)CC2)nc2scc(-c3ccccc3)c12	-4	-11	-2	-0.5	1	-2	-4	5	0	-5
COc1cc(C=C(c2nc3ccccc3s2)c2nc3ccccc3s2)cc(OC)c1O	9	16	-7	-0.7	2	-3	16	-2	0	-9
CC(NCC(O)COC1CCC(C(C)(C)C)CC1)c1ccccc1 (centres undefined)	22	-7	-1	0.0	-2	3	-3	-3	-4	-5
O=C(CSCC(=O)Nc1cccc2ccccc12)Nc1cccc2ccccc12	-8	-2	-4	-0.1	1	-4	6	14	9	-7
CN(C)c1ccc(C=NC(CO)C(O)c2ccc([N+](=O)[O-])cc2)cc1 (centres undefined)	4	4	5	-1.6	-5	-3	-3	-7	2	-6
CCCc1cc(=O)[nH]c(SCc2nc3ccccc3s2)n1	-1	-4	2	0.9	-2	1	2	-9	6	-7
Cc1ccc(OCc2cc(C(=O)N(CCO)Cc3cccs3)no2)cc1C	-6	-12	3	-2.8	2	5	-2	4	2	2
CCOc1ccccc1NC(=O)C(OC(=O)c1cnc(C)cn1)c1ccccc1 (centres undefined)	3	-4	1	-0.5	0	3	-2	3	1	4
O=C(CNC(=S)N(Cc1ccccc1)Cc1cccnc1)N1CCOCC1	-7	9	1	-0.8	-1	-1	-1	-8	2	7
COc1ccc(C(=O)c2cc([N+](=O)[O-])ccc2N2CCN(C)CC2)cc1	6	1	-1	0.0	-2	5	1	-5	7	2
CC1CC(C)CN(S(=O)(=O)c2ccc(C(=O)N3CCOCC3)cc2)C1 (centres undefined)	-2	8	2	-2.0	-2	0	0	0	-6	-6
CC(=O)c1sc(-c2ccccc2)cc1NS(=O)(=O)c1ccccc1	3	nt	5	-0.7	-5	-1	0	11	-2	0
O=C1/C(=C\c2ccc(O)cc2)SC(=S)N1c1cccnc1	-7	-10	-25	-5.4	4	-2	5	-5	-11	4
O=C(Nc1nc(-c2ccc(S(=O)(=O)N3CCCC3)cc2)cs1)c1cccs1	-58	-81	-7	-0.4	-3	1	1	0	-2	-78
O=C(NCc1cccc(C(F)(F)F)c1)C1CCCN(c2ncccn2)C1 (centres undefined)	-3	4	0	-2.9	3	-5	4	10	6	4
Cc1nc2c(=O)[nH]n(C)c2nc1C	2	2	-1	-3.2	0	-2	-2	8	4	0
CC(C)(C)OC(=O)NCCc1nc(NC(=O)OCc2ccccc2)sc1C(=O)O	-1	nt	-2	-0.1	-5	11	1	1	5	-2
COCCNC(=O)CN1N=C(c2ccc(C)cc2)CCC1=O	-2	4	-3	0.2	-6	-2	-1	9	3	0
O=S(=O)(Nc1nc2ccccc2nc1-[n+]1cccc(N=C([O-])c2ccc(Cl)cc2)c1)c1ccccc1	-3	nt	6	0.3	-1	-1	3	-9	7	-17
COc1ccc(CNC(=O)CN(C(=O)c2snc(C(N)=O)c2N)c2ccc(OC)c(OC)c2)cc1	4	4	0	-0.1	2	-2	0	5	5	2
CNC(=O)COC(=O)c1cc(-c2ccccc2)nn1-c1ccccc1	2	-1	-8	1.5	4	3	-4	-8	2	-4
COc1ccc(CN(C)Cc2cc(=O)n3ccsc3n2)c(OC)c1OC	-1	-1	-3	-2.6	0	3	2	-6	-1	-4
COc1ccc(/C=N/NC(=O)c2ccc(N(C)S(=O)(=O)c3ccccc3)cc2)cc1OC	-8	-16	-2	-1.6	-3	2	-1	-2	2	8
COC(=O)C1=C(C)N(C)C(C)=C(C(=O)OC)C1c1ccsc1	-2	4	2	-2.3	-3	3	3	-8	-6	9

Some of the entries above in a different format:
Structure: O=C(Nc1nc(-c2ccc(S(=O)(=O)N3CCCC3)cc2)cs1)c1cccs1
  ABHD4 inh = -58
  HTRA1 inhibitor = -81
  TCR-CD3 inh = -7
  PG9 Ab binder = -0.4
  LEDGF integ inh = -3
  UHRF1 MBD2 ctr = 1
  PRMT1 FP inh = 1
  TDP2 inh = 0
  Tn7 DDE FP = -2
  SIAE inh = -78
Structure: CCOc1ccccc1NC(=O)C(OC(=O)c1cnc(C)cn1)c1ccccc1 (centres undefined)
  ABHD4 inh = 3
  HTRA1 inhibitor = -4
  TCR-CD3 inh = 1
  PG9 Ab binder = -0.5
  LEDGF integ inh = 0
  UHRF1 MBD2 ctr = 3
  PRMT1 FP inh = -2
  TDP2 inh = 3
  Tn7 DDE FP = 1
  SIAE inh = 4

(further entries)
SMILES	ABHD4 inh	HTRA1 inhibitor	TCR-CD3 inh	PG9 Ab binder	LEDGF integ inh	UHRF1 MBD2 ctr	PRMT1 FP inh	TDP2 inh	Tn7 DDE FP	SIAE inh
CCOc1ccc(/C=C/C(=O)Nc2cccc(C(C)=O)c2)cc1	-11	-24	7	0.2	1	-2	-3	-3	1	-7
O=C(CCC(=O)N1CCN(c2ccc(C(F)(F)F)cn2)CC1)c1cccs1	3	-5	-14	-0.3	-3	0	4	5	-2	1
Cc1c(C(=O)NCc2ccoc2)oc2ccc3c(c12)C(=O)CC(C)(C)O3	-8	-16	1	-0.1	2	4	-2	2	1	7
O=C(c1cc(Cl)ccc1OCc1ccccc1)N1CCOCC1	-9	-1	-2	-3.8	1	1	-3	-3	4	6
CCN(CC(=O)NCc1ccc(Cl)cc1)C(=O)C(C)Sc1ccccc1 (centres undefined)	-7	4	-3	-0.5	-3	4	3	-4	6	0
CC(C)=CC(=O)OCC(=O)Nc1cc(C)cc(C)c1	-3	-1	-2	0.2	1	0	-1	-2	3	12
CC(C)(C)OC(=O)C[C@@H]1C/C=C\C[C@@H](CC(=O)NCCO)C(=O)N2CCC[C@H]2COC1=O	6	2	4	-3.0	2	-1	2	5	5	2
O=C(Nc1cccc(Cl)c1)C1CCCN(C2=NS(=O)(=O)c3ccccc32)C1 (centres undefined)	-1	-3	4	0.0	0	-1	-3	-15	-6	-6
CCOC(=O)C1=CN(Cc2cccc(F)c2)S(=O)(=O)N(C)C1c1ccc(F)c(Cl)c1 (centres undefined)	-34	-32	-4	-2.1	0	7	10	-12	-9	-5
CCCN(CC(=O)Nc1ccccc1C)C(=O)COC(=O)c1cnc(C)cn1	4	2	4	-0.8	-1	10	-2	-3	2	-4
CC(C)c1nnc(NC(=O)CCC(=O)N2CCN(c3ccc(F)cc3)CC2)s1	2	3	9	-1.8	-2	-3	-3	-12	-3	-1
c1nnc(NC2=NCCC2)s1	-4	-1	-2	-0.8	-3	-1	-1	4	5	2
CCn1c(CNS(=O)(=O)c2ccc(Br)cc2)n[nH]c1=S	7	3	3	-0.2	1	-1	2	8	5	2
COc1ccccc1C(=O)NCc1nnc(SCC(=O)Nc2nccs2)n1C	-2	5	-8	-2.3	0	3	0	-7	-8	-11
CC(C)CC(=O)c1c[nH]c(C(=O)NCC2CCCO2)c1 (centres undefined)	3	1	-1	-2.6	0	1	2	9	-5	-3
O=C(c1ccc(Cl)cc1)N(Cc1ccco1)C1CCS(=O)(=O)C1 (centres undefined)	1	-1	3	-0.1	1	-3	0	-9	-1	-4
CCOC(=O)Nc1sc(C(=O)N(CC)CC)c(C)c1C(=O)OCC	5	-6	-1	0.5	2	1	6	6	8	4
CCc1ccccc1N1CC23C=CC(O2)C(C(=O)OC)C3C1=O (centres undefined)	-5	6	6	-0.1	1	-2	-5	6	4	6
Cc1cccnc1C(NC(=O)C1CCN(CCOc2ccc(F)cc2)CC1)c1ccc(F)cc1 (centres undefined)	1	nt	-1	-2.7	0	1	-3	-6	-2	3
Cn1c(NCCN2CCCC2)nc2cc(-c3ccsc3)sc2c1=O	-1	nt	5	-2.0	0	-5	-2	2	-5	-4
Cc1ccc(CNC(=O)c2ccc(NS(=O)(=O)c3cccs3)cc2)cc1	-2	-6	5	-2.3	-2	0	-1	1	3	-7
CCCCOCC1CN(CCCC)S(=O)(=O)c2c(cccc2N(C)S(=O)(=O)c2ccc(C)cc2)O1 (centres undefined)	-5	nt	0	-0.8	3	1	-6	-5	2	0
c1ccn2cc(-c3ccc4c(c3)OCCO4)nc2c1	-1	-3	1	-1.2	-4	1	-5	7	1	6
Cc1sc2ncnc(Sc3nnnn3-c3ccc(Cl)cc3)c2c1C	6	-4	3	1.8	1	-1	0	7	2	0
Cc1ccc(NC(=O)Cc2ncon2)cc1Cl	4	6	-11	2.6	-2	-1	2	3	5	9
Going on with the list:
SMILES	ABHD4 inh	HTRA1 inhibitor	TCR-CD3 inh	PG9 Ab binder	LEDGF integ inh	UHRF1 MBD2 ctr	PRMT1 FP inh	TDP2 inh	Tn7 DDE FP	SIAE inh
c1ccc(CCNc2cc(-c3ccc4ccccc4c3)nc3ccnn23)nc1	1	nt	4	-1.2	-3	-1	0	6	1	1
COc1cc2ccccc2cc1C(=O)Nc1ccncc1	-3	-8	8	-0.9	3	-9	-4	-6	-1	-9
CCc1ccccc1NC(=O)CCS(=O)(=O)c1ccc2c(c1)CCCN2C(C)=O	4	8	-2	3.2	0	-1	3	9	-1	1
CCOC(=O)/C=C/C(=O)Nc1ccc(S(=O)(=O)Nc2cc(C)on2)cc1	10	-5	1	-0.8	-1	1	-2	3	-2	6
COC(=O)Nc1ccc(S(=O)(=O)N2CCCCC2)cc1	-3	-6	2	1.0	0	0	-2	4	2	2
COc1ccc(-c2nn(CCC(=O)O)cc2/C=N/NC(N)=S)cc1	-5	-6	-7	1.3	0	-2	2	11	5	4
COCCCNC(=O)CN(c1cc(Cl)ccc1OC)S(=O)(=O)c1ccc(C)c([N+](=O)[O-])c1	1	-3	2	-1.1	2	0	-2	-4	-2	1
O=C(COc1ccccc1-c1ccccc1)NCc1cccc(Cl)c1	-26	-37	3	1.6	-1	-1	-1	4	-1	-5
CCN(CC)S(=O)(=O)c1ccc(Cl)c(C(=O)N2CCc3ccccc32)c1	8	-1	0	2.4	-3	0	-3	7	3	4
COc1cc(CCC(=O)OCC(=O)Nc2cccc(S(N)(=O)=O)c2)cc(OC)c1OC	2	3	4	1.2	-1	0	-1	0	4	4
CCOc1cc(/C=N\Nc2ncc(F)c(N3CCOCC3)n2)ccc1Oc1nc(Cl)ncc1F	-3	-2	-2	-1.1	1	2	3	-4	-9	-2
Cn1cc(C(=O)C(=O)NC2CC2)c2ccccc21	13	-1	-5	1.0	3	-1	8	0	6	6
CC(=O)OCC1OC(Nc2cccc(C)c2)C(OC(C)=O)C(OC(C)=O)C1OC(C)=O (centres undefined)	-1	-2	9	-1.0	1	2	-4	2	5	3
CN(CC(=O)Nc1ccc(F)cc1)C(=O)CN1C(=O)NC(CCc2ccccc2)C1=O (centres undefined)	9	6	-6	0.0	3	18	2	2	-2	1

Screening results: PubChem, The Scripps Research Institute Molecular Screening Center
